T cruzi growth: T. cruzi proliferation inhibition | T. cruzi beta-gal in NIH3T3, GalScreen luminescence, 90 h | inhibition, % at 8.34 µM | 77,000 tested, 5.9% active | AID 624255;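 active = mean inhibition above about 93%, with at least 55% of replicates each passing it, limit read from the data, passing the limit was not always enough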
GASC1 inh: KDM4C (human) demethylase inhibition | Q9H3R0 | GST-KDM4C 2-372, H3K9me3 peptide, LANCE TR-FRET | inhibition, % at 12.5 µM | 96,000 tested, 0.15% active | AID 720574;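 active = mean replicate inhibition above about 25%, with at least 55% of replicates also reaching it, limit read from the data, passing the limit was not always enough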
Target sequence (Q9H3R0 2-372 limits assumed): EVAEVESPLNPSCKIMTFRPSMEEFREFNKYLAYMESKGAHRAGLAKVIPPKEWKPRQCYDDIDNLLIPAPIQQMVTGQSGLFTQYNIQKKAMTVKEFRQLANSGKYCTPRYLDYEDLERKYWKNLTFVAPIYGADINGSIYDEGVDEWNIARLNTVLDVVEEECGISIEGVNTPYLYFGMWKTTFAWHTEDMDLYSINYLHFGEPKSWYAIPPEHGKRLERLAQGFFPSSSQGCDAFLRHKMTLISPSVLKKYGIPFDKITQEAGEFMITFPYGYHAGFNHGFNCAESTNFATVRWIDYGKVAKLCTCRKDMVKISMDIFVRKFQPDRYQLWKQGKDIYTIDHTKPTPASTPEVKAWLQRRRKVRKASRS
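System – N-terminal GST-fused human GASC-1 (KDM4C) fragment, residues 2-372 · Input – enzyme final amount 10 nM · Technique – LANCE TR-FRET, Eu antibody, ULight-streptavidin, EDTA, ex 340 nm, em 618/671 nm · Medium – HEPES buffer, pH 7.5, plus ascorbate · Incubation – enzyme reaction 30 min, then detection 60 min, both room temperature · Reagent – H3K9me3 peptide with Fe(II)/2OG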
C diff HTS: C. difficile growth inhibition; Clostridium difficile clinical isolate growth, OD600, 24 h; stronger effect = lower value; 86,000 tested, 0.25% active; growth activity, negative = inhibition, % at 16 µg/mL (by protocol); AID 1259249;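 active = mean growth activity at or below -80% and every replicate also at or below -80%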;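 note: 0% = DMSO wells and -100% = levofloxacin 16 µg/mL wells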
Pf Dd2 inh: inhibitors of Plasmodium falciparum Dd2 growth; activity change, % at 10 µM; P. falciparum Dd2 growth, SYBR Green, 72 h; stronger effect = lower value; 94,000 tested, 2.3% active; AID 1159554; in the data active = activity change below about -80%
The depositor's hits bear a star; x = no result given.

Order of values: T cruzi growth	GASC1 inh	C diff HTS	Pf Dd2 inh
COc1ccc(NC(=O)N2CC(=O)N3[C@H](CO)[C@H](c4ccc(/C=C/c5ccccc5)cc4)[C@H]3C2)cc1
    x	-0.4	3	-45
C[C@@H]1CN([C@@H](C)CO)C(=O)c2cc(NC(=O)CCCN(C)C)ccc2O[C@@H](C)CCCCO[C@@H]1CN(C)Cc1ccc2c(c1)OCO2
    x	3.3	4	-34
C[C@H]1CN([C@@H](C)CO)C(=O)c2cc(Br)cnc2O[C@H]1CN(C)S(=O)(=O)c1cccs1
    46	0.2	7	9
C[C@H](CO)N1C[C@H](C)[C@@H](CN(C)Cc2ccc(C(=O)Nc3ccccc3N)cc2)Oc2ccc(NC(=O)C3CC3)cc2C1=O
    x	2.4	4	-77
CO[C@@H]1CN(C)C(=O)c2cc(NS(=O)(=O)CC(F)(F)F)ccc2OC[C@@H](C)N(CC2CCCCC2)C[C@H]1C
    -9	-0.2	x	3
CCCC(=O)Nc1ccc2c(c1)OC[C@@H](C)N(C(=O)Cc1ccccn1)C[C@@H](C)[C@H](OC)CN(C)C2=O
    15	0.3	x	30
C[C@H](CO)N1C[C@H](C)[C@@H](CN(C)S(=O)(=O)c2ccc(F)cc2)Oc2c(NS(=O)(=O)c3cccs3)cccc2C1=O
    x	-0.6	-1	15
Cc1cccc(S(=O)(=O)N2C[C@@H]3[C@H](c4ccccc42)[C@H](CO)N3Cc2ccccn2)c1
    32	4.0	5	-25
COc1ccccc1-c1cnc2c(c1)C(=O)N([C@H](C)CO)C[C@H](C)[C@@H](CN(C)CC1CCCC1)O2
    9	1.1	2	1
C[C@@H]1CN([C@@H](C)CO)C(=O)c2cc(C3=CCCCC3)cnc2O[C@@H]1CN(C)Cc1cccnc1
    55	8.6	7	13
COc1ccc2c3c([nH]c2c1)[C@H](CO)N(C(=O)C1CCC1)CC31CN(C(=O)c2ccccn2)C1
    x	0.0	-13	-3
CC(=O)N(C)C[C@H]1Oc2cc(C#CC3(O)CCCC3)ccc2S(=O)(=O)N([C@@H](C)CO)C[C@H]1C
    -10	0.0	-1	24
CCCN(C)C[C@H]1Oc2cc(C#Cc3ccccc3F)ccc2S(=O)(=O)N([C@@H](C)CO)C[C@H]1C
    93	0.2	4	-73
CC(C)CC#Cc1ccc([C@@H]2[C@@H](CO)N3CCCCN(C(=O)c4ccc5c(c4)OCO5)C[C@H]23)cc1
    80	-2.1	1	0
CC(C)CC#Cc1ccc([C@H]2[C@H](CO)N3C(=O)CN(C(=O)c4ccc5c(c4)OCO5)C[C@@H]23)cc1
    x	0.1	0	-39
C[C@H](O)C#Cc1ccc([C@@H]2[C@H](CO)N3CCCCN(CC4CCOCC4)C[C@@H]23)cc1
    -36	1.0	0	1
CCc1nc(N2[C@H](C#N)[C@@H](c3ccccc3-c3ccccc3F)[C@@H]2CO)sc1C
    x	-1.0	20	-27
CCCN(C)C[C@H]1Oc2cc(-c3cccnc3)ccc2S(=O)(=O)N([C@@H](C)CO)C[C@H]1C
    37	-0.6	-5	-72
Cc1ccccc1-c1ccc([C@@H]2[C@H](CO)N3C(=O)CN(C(=O)NC4CCCC4)C[C@@H]23)cc1
    x	-0.8	9	-50
CC(=O)N[C@H]1CC[C@@H](CCNC(=O)C2CCCC2)O[C@H]1CO
    x	-2.1	1	2
C[C@H](CO)N1C[C@H](C)[C@H](CN(C)Cc2ccc3c(c2)OCO3)OCCCC[C@H](C)Oc2ccc(NC(=O)C3CCCCC3)cc2C1=O
    86	0.0	6	-44
CCCNC(=O)Nc1ccc2c(c1)OC[C@H](C)N(Cc1ccc(-c3ccccn3)cc1)C[C@@H](C)[C@@H](OC)CN(C)C2=O
    x	0.1	x	-72
COc1ccc(NC(=O)Nc2ccc3c(c2)C(=O)N([C@H](C)CO)C[C@@H](C)[C@H](CN(C)C(=O)Nc2ccccc2)O3)cc1
    -18	-0.3	4	3
CCNC(=O)C[C@@H]1CC[C@H]2[C@@H](COc3ccc(NC(=O)Nc4c(C)noc4C)cc3C(=O)N2C)O1
    17	2.1	-1	0
C[C@H]1CN([C@@H](C)CO)S(=O)(=O)c2ccc(C#CC3CC3)cc2O[C@@H]1CN(C)C(=O)C1CC1
    88	0.1	-6	-22
O=S(=O)(N[C@@H]1CC[C@@H](CCn2cc(-c3ccccc3F)nn2)O[C@@H]1CO)c1ccc(F)cc1
    -15	-1.5	1	-20
CCCC(=O)Nc1ccc2c(c1)OC[C@H](C)N(Cc1cncnc1)C[C@@H](C)[C@H](OC)CN(C)C2=O
    -27	0.3	x	19
CN(C)CC(=O)N1[C@H](C(=O)NC2CCC2)[C@@H](CO)[C@@H]2Cn3c(ccc(-c4ccc(F)cc4)c3=O)[C@@H]21
    40	4.7	-1	18
O=C(C[C@H]1C[C@@H]2c3cc(NC(=O)c4ccc5c(c4)OCO5)ccc3O[C@@H]2[C@H](CO)O1)NCc1cc(F)ccc1F
    x	0.9	1	-8
CN(C)C(=O)c1cccc(-c2ccc([C@@H]3[C@H](CO)N4C(=O)CN(C(=O)C5CC5)C[C@@H]34)cc2)c1
    x	0.1	0	3

Ordered by molecular weight (ascending): part of the list above.
Order of values: T cruzi growth	GASC1 inh	C diff HTS	Pf Dd2 inh
CCc1nc(N2[C@H](C#N)[C@@H](c3ccccc3-c3ccccc3F)[C@@H]2CO)sc1C
    x	-1.0	20	-27
Cc1ccccc1-c1ccc([C@@H]2[C@H](CO)N3C(=O)CN(C(=O)NC4CCCC4)C[C@@H]23)cc1
    x	-0.8	9	-50
CN(C)CC(=O)N1[C@H](C(=O)NC2CCC2)[C@@H](CO)[C@@H]2Cn3c(ccc(-c4ccc(F)cc4)c3=O)[C@@H]21
    40	4.7	-1	18

Other entries:
Order of values: T cruzi growth	GASC1 inh	C diff HTS	Pf Dd2 inh
CN(C)C(=O)C[C@@H]1C[C@H]2c3cc(NC(=O)c4ccc5c(c4)OCO5)ccc3O[C@H]2[C@H](CO)O1
    -13	0.6	0	-9
COc1ccc(-c2ccc3c(c2)[C@@H]2[C@@H](CCN2C(=O)Cc2ccccc2)[C@@H](CO)N3C)cc1
    60	4.5	-4	-50
COC(=O)C[C@@H]1CC[C@H]2[C@H](COc3ccc(NC(=O)Nc4ccc(Cl)cc4)cc3C(=O)N2C)O1
    58	-0.6	11	-5
C[C@H]1CN([C@@H](C)CO)C(=O)c2cccc(NS(=O)(=O)c3cccs3)c2O[C@H]1CN(C)Cc1ccc2c(c1)OCO2
    -29	-1.5	x	-23
CO[C@H]1CN(C)C(=O)c2ccc(NC(=O)C3CC3)cc2OC[C@@H](C)N(Cc2ccncc2)C[C@H]1C
    56	1.5	x	28
CNC[C@@H]1Oc2c(NS(=O)(=O)c3ccc(F)cc3)cccc2C(=O)N([C@@H](C)CO)C[C@@H]1C
    39	0.3	2	18
Cc1ccc(S(=O)(=O)N(C)C[C@H]2Oc3ccc(NS(=O)(=O)c4cn(C)cn4)cc3C(=O)N([C@@H](C)CO)C[C@H]2C)cc1
    -1	-0.1	x	31
CCNC(=O)[C@@H]1[C@@H](CO)[C@@H]2Cn3c(ccc(-c4ccccc4F)c3=O)[C@H]1N2CC1CC1
    78	-1.4	1	0
COCC#Cc1ccc([C@@H]2[C@H](C#N)N(C(=O)Cc3ccccc3)[C@H]2CO)cc1
    94	-0.5	6	-75
COCC(=O)N1CC2(C1)[C@@H](c1ccc(C3=CCCC3)cc1)[C@H](CO)N2C(=O)COC
    x	1.2	-3	-47
COc1ccccc1NC(=O)N[C@H]1CC[C@H](CC(=O)NCc2ccc(Cl)c(Cl)c2)O[C@@H]1CO
    -17	-0.5	14	-15
COc1cccc(C(=O)N2C[C@@H]3[C@H](c4ccccc42)[C@H](CO)N3C(=O)c2cccc(F)c2)c1
    42	1.5	0	3
C[C@@H]1CN([C@H](C)CO)C(=O)c2cccc(NC(=O)c3ccncc3)c2O[C@H]1CN(C)CC1CC1
    48	1.2	0	-12
C[C@H](CO)N1C[C@H](C)[C@@H](CN(C)C(=O)CCCN(C)C)OCCCC[C@H](C)Oc2ccc(NC(=O)c3ccccc3)cc2C1=O
    -7	3.5	0	5
N#Cc1ccc(-c2ccc3c(c2)[C@H]2[C@H](CCN2C(=O)c2cccnc2)[C@@H](CO)N3)cc1
    62	0.8	-4	-14
O=C(C[C@@H]1CC[C@@H]2[C@H](COC[C@H](O)CN2S(=O)(=O)c2ccccc2)O1)NCC1CCCCC1
    39	1.5	x	-18
C[C@@H]1CN([C@H](C)CO)S(=O)(=O)c2ccc(-c3ccccc3)cc2O[C@H]1CN(C)C(=O)c1ccccc1F
    53	-2.0	-1	-62
CO[C@@H]1CN(C)C(=O)c2cc(NS(C)(=O)=O)ccc2OC[C@@H](C)N(Cc2ccccn2)C[C@@H]1C
    -10	0.2	x	x
C[C@H](CO)N1C[C@H](C)[C@H](CN(C)S(=O)(=O)c2ccc(Cl)cc2)Oc2c(NC(=O)Nc3ccc(C(F)(F)F)cc3)cccc2C1=O
    94	x	x	-44
O=C(C[C@@H]1CC[C@@H](NC(=O)NC2CCCC2)[C@H](CO)O1)NCc1ccc(F)cc1
    64	-0.3	x	-2
Cc1cccc(S(=O)(=O)N2C[C@@H](O)COC[C@H]3O[C@H](CC(=O)N4CCN(C)CC4)CC[C@@H]32)c1
    -3	-1.0	0	-1
C[C@H](CO)N1C[C@H](C)[C@H](CN(C)C(=O)Nc2ccc(F)cc2)Oc2ncc(C#Cc3ccccc3)cc2C1=O
    110*	-3.3	x	-67
CC(C)CC#Cc1cnc2c(c1)C(=O)N([C@H](C)CO)C[C@H](C)[C@H](CN(C)C(=O)CCN1CCCCC1)O2
    23	-1.0	-6	-36
OC[C@H]1[C@H](c2ccc(C#Cc3ccccc3)cc2)[C@H]2CN(CC3CCOCC3)CCCCN21
    102*	-1.3	2	-57
C[C@@H](NC(=O)[C@@H]1[C@@H](CO)[C@@H]2Cn3c(cccc3=O)[C@@H]2N1C(=O)C1CC1)c1ccccc1
    1	-1.1	2	6
CO[C@H]1CN(C)C(=O)c2cc(C#N)ccc2OC[C@@H]2O[C@H](CC[C@H]2OC)CCN(C)C(=O)[C@@H]1C
    7	-1.5	x	26
Cc1noc(C)c1S(=O)(=O)Nc1ccc2c(c1)C(=O)N([C@@H](C)CO)C[C@H](C)[C@@H](CN(C)Cc1ccc(Oc3ccccc3)cc1)O2
    -9	-1.1	x	-4
COc1cccc(S(=O)(=O)Nc2ccc3c(c2)[C@H]2C[C@H](CC(=O)N4CCCCC4)O[C@H](CO)[C@H]2O3)c1
    50	-0.6	x	-28
Cc1noc(C)c1NC(=O)Nc1ccc2c(c1)C(=O)N([C@@H](C)CO)C[C@H](C)[C@@H](CN(C)S(C)(=O)=O)OCCCC[C@@H](C)O2
    8	0.7	-7	54
CN(C)C(=O)c1cccc(-c2ccc([C@@H]3[C@@H](CO)N4CCCCN(C(=O)C5CCC5)C[C@@H]34)cc2)c1
    44	-1.1	-7	4

Just Pf Dd2 inh and GASC1 inh, for 4 of the compounds above:
SMILES | Pf Dd2 inh | GASC1 inh
COCC#Cc1ccc([C@@H]2[C@H](C#N)N(C(=O)Cc3ccccc3)[C@H]2CO)cc1 | -75 | -0.5
OC[C@H]1[C@H](c2ccc(C#Cc3ccccc3)cc2)[C@H]2CN(CC3CCOCC3)CCCCN21 | -57 | -1.3
Cc1noc(C)c1NC(=O)Nc1ccc2c(c1)C(=O)N([C@@H](C)CO)C[C@H](C)[C@@H](CN(C)S(C)(=O)=O)OCCCC[C@@H](C)O2 | 54 | 0.7
C[C@H](CO)N1C[C@H](C)[C@@H](CN(C)C(=O)CCCN(C)C)OCCCC[C@H](C)Oc2ccc(NC(=O)c3ccccc3)cc2C1=O | 5 | 3.5

Further structures follow:
Order of values: T cruzi growth	GASC1 inh	C diff HTS	Pf Dd2 inh
COc1ccc2c3c([nH]c2c1)[C@H](CO)N(C(=O)c1cccc(F)c1)CC31CCN(C(C)=O)CC1
    x	x	-2	-55
C[C@@H](O)C#Cc1ccc([C@@H]2[C@@H](CO)N3CCCCN(S(=O)(=O)c4ccccc4)C[C@@H]23)cc1
    117*	3.4	-10	-6
CCCNC(=O)N(C)C[C@H]1Oc2cc(C3=CCCC3)ccc2S(=O)(=O)N([C@H](C)CO)C[C@H]1C
    x	7.2	1	6
Cc1ccc(S(=O)(=O)N(C)C[C@@H]2Oc3ccc(NC(=O)Nc4ccc5c(c4)OCO5)cc3CC(=O)N([C@H](C)CO)C[C@@H]2C)cc1
    44	-0.4	0	-18
COc1ccc(-c2ccc3c(c2)O[C@H](CN(C)C(=O)c2ccccc2F)[C@H](C)CN([C@@H](C)CO)S3(=O)=O)cc1
    86	1.5	-1	-33
Cc1noc(C)c1NC(=O)N(C)C[C@@H]1Oc2ccc(NC(=O)Nc3ccccc3)cc2C(=O)N([C@@H](C)CO)C[C@H]1C
    14	-1.2	-4	57
CO[C@H]1CN(C)C(=O)c2cc(NC(=O)NC(C)C)ccc2OC[C@H](C)N(Cc2ccccc2)C[C@@H]1C
    75	0.7	x	-17
Cc1ccc(S(=O)(=O)N(C)C[C@@H]2Oc3c(NC(=O)C4CCOCC4)cccc3C(=O)N([C@@H](C)CO)C[C@H]2C)cc1
    8	-0.5	1	-3

Source: PubChem BioAssay (Broad Institute)
